# Source: PubChem
# IP6K1 inh: blocks human inositol hexakisphosphate kinase 1. activity change, % (series mostly up to about 58 µM). Q92551. IP6K1 kinase, ADP-Glo luminescence, 2 h; stronger effect = lower value. actives 0.81% (n = 140,000); in the data active = activity change below about -25%
#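 ADP-Glo luminescence measures ADP made by human IP6K1 during a 2 h RT reaction with ATP/IP6 (mix at 1.3 mM/130 uM); top library doses 57.5 and 19.1 uM final.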
# SNCA expr inhib: reduces expression of the alpha-synuclein gene; AID 1671194; actives 0.17% (n = 140,000); Potency, µM (series often up to 57.2 µM), without a hit: top-dose activity change, negative = inhibition, most hits filed as inhibitors; HEK-293 SNCA-luciferase knock-in, luminescence, 24 h;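 also: potency is read from the fitted curve at half-maximal effect; plate controls were DMSO cells for no effect and cell-free wells for full effect; nearly all actives have a fitted effect of over 45% in size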
# GPT2 inhibitor: GPT2 alanine aminotransferase inhibition; Recombinant GPT2, coupled pyruvate oxidase/HRP Amplex Red fluorescence; Q8TD30; Potency, µM (highest dose often 57.7 µM), for the others: top-dose activity change, negative = inhibition, usual class: inhibitors; actives 0.25% (n = 100,000); also: potency is read from the fitted curve at half-maximal effect; nearly all actives have a fitted effect of over 60% in size; many of its hits are not listed in these tables
# Target sequence (Q8TD30 whole entry, looked up): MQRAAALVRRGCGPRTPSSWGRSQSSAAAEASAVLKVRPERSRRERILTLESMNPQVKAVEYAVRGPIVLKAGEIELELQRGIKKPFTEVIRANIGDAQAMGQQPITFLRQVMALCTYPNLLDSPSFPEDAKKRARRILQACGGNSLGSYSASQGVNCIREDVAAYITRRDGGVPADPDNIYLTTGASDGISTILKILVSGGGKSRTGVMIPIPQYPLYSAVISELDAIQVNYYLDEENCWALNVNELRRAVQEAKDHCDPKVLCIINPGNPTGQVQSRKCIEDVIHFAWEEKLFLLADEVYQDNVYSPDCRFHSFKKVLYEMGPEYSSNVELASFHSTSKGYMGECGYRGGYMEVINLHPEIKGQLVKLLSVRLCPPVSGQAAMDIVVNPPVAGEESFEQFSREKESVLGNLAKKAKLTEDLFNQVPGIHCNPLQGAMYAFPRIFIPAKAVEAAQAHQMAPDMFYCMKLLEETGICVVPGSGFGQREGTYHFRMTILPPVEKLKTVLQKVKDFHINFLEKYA
#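 GPT2 10ng/uL, a-KG 250uM, L-Ala 2mM, HEPES pH7.5 + 0.0001% Tween; 30 min RT. Then Amplex mix (PO/HRP/ThPP), 30 min RT dark, fluorescence. AOA 50uM used as positive control.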
# FLuc inh: inhibitors of firefly (Photinus pyralis) luciferase | AID 1347043 | Potency, µM (titrated, usually from 115 µM), without a hit: top-dose activity change, negative = inhibition, actives largely listed as inhibitors | P08659 | purified P. pyralis luciferase, luminescence, biochemical | actives 2.5% (n = 76,000); also: potency is read from the fitted curve at half-maximal effect; nearly all actives have a fitted effect of over 65% in size
# Target sequence (P08659 whole entry, looked up): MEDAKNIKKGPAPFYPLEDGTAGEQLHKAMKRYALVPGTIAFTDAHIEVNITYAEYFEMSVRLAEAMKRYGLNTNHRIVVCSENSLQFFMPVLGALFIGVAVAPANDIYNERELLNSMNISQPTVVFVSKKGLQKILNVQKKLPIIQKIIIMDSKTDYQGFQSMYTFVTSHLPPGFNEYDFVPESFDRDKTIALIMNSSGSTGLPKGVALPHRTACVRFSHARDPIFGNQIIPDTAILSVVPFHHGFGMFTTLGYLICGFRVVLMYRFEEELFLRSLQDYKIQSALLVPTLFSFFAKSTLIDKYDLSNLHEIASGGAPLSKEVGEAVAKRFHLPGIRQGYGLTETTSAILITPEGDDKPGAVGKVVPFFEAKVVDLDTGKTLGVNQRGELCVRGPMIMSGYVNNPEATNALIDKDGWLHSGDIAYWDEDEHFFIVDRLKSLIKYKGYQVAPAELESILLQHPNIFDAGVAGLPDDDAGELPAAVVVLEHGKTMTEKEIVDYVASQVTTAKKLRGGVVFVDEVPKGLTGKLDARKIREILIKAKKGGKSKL
#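 Inhibitors were tested against purified firefly luciferase in a biochemical, low-substrate format (both substrates at 10uM) and luminescence measured with a CCD imager.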
# HEK293 viab: reduces viability of HEK-293 SNCA reporter cells. HEK-293-SNCA-luc viability, GF-AFC fluorescence, 24 h. Potency, µM (series often up to 57.1 µM), for inactives: at the highest dose activity change, negative = cytotoxicity, usual class: cytotoxic. actives 0.12% (n = 150,000). AID 1671193;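 also: potency is read from the fitted curve at half-maximal effect; 0% = DMSO-treated cells and -100% = medium-only wells without cells; nearly all actives have a fitted effect of over 30% in size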
#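 HEK-293-SNCA-luc cells (1500/well) plated 24 h, then exposed 24 h to a dilution series; GF-AFC added 30 min at 37C, fluorescence 405/540 nm; normalised to medium-only and DMSO wells, Hill fit.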
# 3T3 cytotox: NIH 3T3 cell cytotoxicity; NIH 3T3 viability, CellTiter-Glo ATP luminescence, 48-72 h; Potency, µM (highest dose often 96.7 µM), without a hit: at the top dose activity change, negative = cytotoxicity, most hits filed as inhibitors; actives 4.3% (n = 94,000); also: potency is read from the fitted curve at half-maximal effect; nearly all actives have a fitted effect of over 55% in size
#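 Cytotoxicity was measured by CellTiter-Glo ATP luminescence after 48 or 72 h compound exposure at 37 °C. Mouse NIH 3T3 fibroblasts were seeded at 400 cells/well and dosed by 23 nL pin transfer.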
# HEK cytotox: HEK 293 cell cytotoxicity | HEK 293 viability, ATP luminescence (CellTiter-Glo), 48-72 h | Potency, µM (top dose mostly 115 µM), without a hit: top-dose activity change, negative = cytotoxicity, hits mostly inhibitors | actives 6.6% (n = 94,000); also: potency is read from the fitted curve at half-maximal effect; nearly all actives have a fitted effect of over 60% in size
#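 Cells seeded first (HEK 293, 250 cells/well), then compound added by pintool. Incubation ran 48 or 72 hr at 37 degree Celsius. CellTiter-Glo was added and luminescence imaged after 10 min at room temperature.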
# The depositor's hits bear a star; i = inactive; ? = inconclusive; · = no result given; & = joins results of further samples; ! = not active in a repeat; [ ] = another dose, or the depositor's remark. Unless noted, calls follow the shape of the dose curve; as a rule, active = well fitted curve in the direction sought with a large enough effect; inconclusive = small, poorly fitted or top-dose-only effect, or another doubt; inactive = no such curve, though single readings can be large; an effect the other way counts as inactive or inconclusive. Unless noted, % is scaled to controls: 0 for no effect and ±100 for the full control effect. Only part of the results is shown; the hit share may differ from the screen's.
1: Cc1cc(=O)n(Cc2c(F)cccc2Cl)c2c1c(C)nn2C
2: CCOc1ccccc1CNC(=O)c1ccc(-n2c(C)cc3c2CCC(C)C3)cc1 (stereo not given)
3: O=C(NCc1ccc2c(c1)OCO2)C1CCCCN1Cc1ccc(-c2ccsc2)cc1 (stereo not given)
4: COc1ccc2nc(N(Cc3cccnc3)C(=O)c3ccc(Cl)cc3)sc2c1
5: CC(=O)N1CCN([C@H]2[C@@H]3OC[C@@H](O3)[C@@H](NC(=O)Nc3cccc(C(F)(F)F)c3)[C@@H]2O)CC1
6: CC(C)Oc1ccc(C(=O)Nc2nonc2-c2ccc(OC(C)C)cc2)cc1
7: Cc1cccc(Nc2nn3c(=O)c4cc5c(cc4nc3s2)OCO5)c1
8: O=C(c1ccco1)N1CCN(C(=O)C2CN(S(=O)(=O)C3CC3)CC23CCCCC3)CC1 (stereo not given)
Assay by compound	1	2	3	4	5	6	7	8
IP6K1 inh	18	14	2	1	9	11	-8	6
SNCA expr inhib	-8%	-17%	-32%	22%	4%	0%	66%[activator]	?
GPT2 inhibitor	·	·	4%	·	i	·	·	-14%
FLuc inh	·	·	·	·	-9%	·	·	61%
HEK293 viab	-7%	-5%	-6%	-7%	-5%	-2%	-7%	-8%
3T3 cytotox	·	·	13µM*	·	-1%	·	·	-10%
HEK cytotox	·	·	22µM*	·	-2%	·	·	-8%

9: Cc1nn(C)c(C)c1CNC(=O)C1CCc2sc(C(=O)N3CCOCC3)cc2C1 (stereo not given)
10: Cc1ccc(S(=O)(=O)c2nnn3c2nc(NCc2ccc4c(c2)OCO4)c2sccc23)cc1C
11: O=C(c1nnn2c1COC(c1ccccc1)C2)N1CCN(C(=O)C2(c3ccccc3)CC2)CC1 (stereo not given)
12: O=Cc1ccccc1-c1ccc(O)cc1
13: O=c1c2c(n(Cc3cccnc3)n1CCc1ccccc1)CN(Cc1ccc3c(c1)CCO3)CC2
14: CCCN1C(C(=O)c2ccccc2)=C(OC(=O)COc2ccc(C)cc2)c2ccccc2S1(=O)=O
15: CCn1nccc1C(=O)N1c2ccccc2CC1c1nnc(C2CCOCC2)o1 (stereo not given)
16: O=C(CSCc1ccc(F)cc1)N1CCN(c2ccc(Cl)cc2)CC1
Assay by compound	9	10	11	12	13	14	15	16
IP6K1 inh	-2	-1	1	-2	50	-17	2	-12
SNCA expr inhib	-22%	16%	10%	?	13%	?	5%	2%
GPT2 inhibitor	i	·	-11%	i	i	·	i	·
FLuc inh	7%	·	-11%	·	-9%	·	5%	·
HEK293 viab	3%	2%	2%	-12%[87.6 µM]	-2%	?	-3%	-5%
3T3 cytotox	-10%	·	i	79µM*	?	·	-11%	·
HEK cytotox	-11%	·	?	?	-29%	·	1%	·

17: CCN(CCCNC(=O)c1cc2cc3ccc(C)cc3nc2s1)c1ccccc1
18: Cc1ccc(-c2noc(CSc3nnc(Cc4ccccc4)n3-c3cccc(C)c3)n2)cc1
19: COc1ccccc1CNS(=O)(=O)c1ccc(N2CCCCS2(=O)=O)cc1
20: O=C(C1CCCC1)N1CCCC(C(=O)N2CCCC(c3nc4ncccc4[nH]3)C2)C1 (stereo not given)
21: CNC(=O)C1CCC(Cn2c(=O)c3sccc3n(CC(=O)NCc3ccc(F)cc3)c2=O)CC1 (stereo not given)
22: O=C(O)/C=C/c1ccc(O)c(O)c1
23: O=C(c1ccccc1OC(F)(F)F)N1CCC(c2n[nH]c(=O)n2-c2ccccc2)CC1
24: COC(=O)c1ccccc1NC(=O)c1ccc2c(c1)CCN2S(=O)(=O)c1ccc(C)cc1
Assay by compound	17	18	19	20	21	22	23	24
IP6K1 inh	-7	-9	3	8	-4	·	-7	16
SNCA expr inhib	8%	?	-13%	0%	-11%	8%	-3%	11%
GPT2 inhibitor	·	·	·	i	·	-24%	2%	·
FLuc inh	·	·	·	·	·	·	-2%	·
HEK293 viab	2%	-3%	-11%	-14%	7%	-15%	6%	-1%
3T3 cytotox	·	·	·	-26%	·	·	-5%	·
HEK cytotox	·	·	·	-15%	·	·	2%	·

25: COc1ccc(-c2ccc3c(n2)c(=O)ncn3CC2CC2)cc1OC
26: O=C(CC1CCN(C(=O)c2ccccc2F)C1)NC1CC1 (stereo not given)
27: O=C(CC1CCN(S(=O)(=O)c2cccc(F)c2)C1)NCc1ccccc1 (stereo not given)
28: O=C(c1ccco1)N1CCCC(c2nn[nH]n2)C1 (stereo not given)
29: OC[C@H]1O[C@@H](Oc2ccc(O)cc2)[C@H](O)[C@@H](O)[C@H]1O
30: COc1ccc(-c2cc(C)no2)cc1S(=O)(=O)N1CCOc2ccccc21
31: Cc1cccc(-c2nocc2CCC(=O)NCc2ccccc2F)c1
32: COc1ncccc1-c1cc(C(=O)N2CCOCC2)c2c(c1)ncn2C
Assay by compound	25	26	27	28	29	30	31	32
IP6K1 inh	8	1	-7	-15	·	52	10	0
SNCA expr inhib	-1%[87.6 µM]	-1%	-8%	-16%	10%	-14%	-11%	-22%[87.6 µM]
GPT2 inhibitor	-2%[88.5 µM]	-1%	i	-14%	-5%	·	2%	0%[88.5 µM]
FLuc inh	-24%[172 µM]	-1%	6%	-3%	·	·	-12%	7%[172 µM]
HEK293 viab	4%[87.6 µM]	-4%[12.5 µM]	-2%[12.5 µM]	10%	12%	-4%	3%	7%[87.6 µM]
3T3 cytotox	?	-11%	-7%	i	·	·	-30%	?
HEK cytotox	i	-8%	?	2%	·	·	-27%	-6%[172 µM]

33: CCC1CCCCN1C(=O)Cn1c(=O)cc(C(F)(F)F)c2c(C)nn(C)c21 (stereo not given)
34: COCC(=O)N[C@@H]1CN(C(=O)c2ccc(OC)cc2OC)CC[C@@H]1c1nc(C)no1
35: CC1(C)[C@H]2CC[C@@H](CNC(=O)c3cccc(Br)c3)[C@@H]1C2
36: CN1CC(=O)N(C2CCNC2)Cc2c(NCCCN3CCCCC3)ncnc21 (stereo not given)
37: COc1ccc(Nc2ccnc(N3CCN(C(=O)Cc4ccccn4)CC3)n2)cc1
38: COC(=O)N1CCC2(C1)C(=O)N(CCc1ccccc1)c1ccccc12 (stereo not given)
39: Cn1cc(CN2C[C@@H](CO)[C@H](NC(=O)C3CCC3)C2)c2ccccc21
40: Cc1cccc(C(=O)N[C@@H]2CN(Cc3cccnc3)C[C@H]2CN(C)C)c1
Assay by compound	33	34	35	36	37	38	39	40
IP6K1 inh	-11	4	0	0	-17	13&18	2	-1
SNCA expr inhib	1%	-3%	-7%[87.6 µM]	-4%	-13%	-5%	-8%	1%
GPT2 inhibitor	·	i	0%[88.5 µM]	i	i	-19%[88.5 µM]	i	3%
FLuc inh	·	·	-8%[172 µM]	·	·	0%	4%	-6%
HEK293 viab	-14%	2%	-15%[87.6 µM]	1%	-11%[12.5 µM]	?	0%	-1%
3T3 cytotox	·	-10%	?	2%	-29%	?	-15%	-25%
HEK cytotox	·	-2%	100µM*	5%	-30%	63µM*!	2%	?

# Compounds shown so far that have a CF3 group (three):
5: CC(=O)N1CCN([C@H]2[C@@H]3OC[C@@H](O3)[C@@H](NC(=O)Nc3cccc(C(F)(F)F)c3)[C@@H]2O)CC1
23: O=C(c1ccccc1OC(F)(F)F)N1CCC(c2n[nH]c(=O)n2-c2ccccc2)CC1
33: CCC1CCCCN1C(=O)Cn1c(=O)cc(C(F)(F)F)c2c(C)nn(C)c21 (stereo not given)
Assay by compound	5	23	33
IP6K1 inh	9	-7	-11
SNCA expr inhib	4%	-3%	1%
GPT2 inhibitor	i	2%	·
FLuc inh	-9%	-2%	·
HEK293 viab	-5%	6%	-14%
3T3 cytotox	-1%	-5%	·
HEK cytotox	-2%	2%	·

# Laid out differently: entries from further up
No.	Compound	IP6K1 inh	SNCA expr inhib	GPT2 inhibitor	FLuc inh	HEK293 viab	3T3 cytotox	HEK cytotox
39	Cn1cc(CN2C[C@@H](CO)[C@H](NC(=O)C3CCC3)C2)c2ccccc21	2	-8%	i	4%	0%	-15%	2%
40	Cc1cccc(C(=O)N[C@@H]2CN(Cc3cccnc3)C[C@H]2CN(C)C)c1	-1	1%	3%	-6%	-1%	-25%	?

# (list continues)
41: O=C1CCN(S(=O)(=O)c2ccccc2)CCCC(C(=O)N2CCOCC2)CCN1 (stereo not given)
42: CCN(CC)CCNc1nc(C)nc2c1c(C)nn2C
43: O=C(NCc1ccccc1)N1CC[C@H]2COC(=O)N2c2cc(F)ccc2C1
44: CCCc1cnc(C)nc1N1CCC(Oc2ccccc2OC)(C(=O)O)CC1
45: COc1cccc(-c2n[nH]c3c2CC(=O)N(CCc2ccncc2)C3)c1OC
46: Cc1noc([C@H]2CCN(S(=O)(=O)c3ccc4c(c3)CCC4)C[C@H]2NC(=O)C2CC2)n1
47: CCN(CC)C(=O)c1c(NC(=O)c2ccccc2F)sc2c1CCC(C(C)(C)C)C2 (stereo not given)
48: COC(=O)[C@H](Cc1ccc(OC)cc1)NC(=O)[C@H]1CN(C(C)=O)CCN1S(=O)(=O)c1ccccc1
Assay by compound	41	42	43	44	45	46	47	48
IP6K1 inh	5	-7	-8	1	36	18	-8	-2
SNCA expr inhib	3%	-23%	?	-12%	5%[87.6 µM]	4%	-27%	2%
GPT2 inhibitor	-1%	i	i	i	i	i	·	4%
FLuc inh	-2%	3%	-15%[172 µM]	4%	-6%[172 µM]	10%	·	-5%
HEK293 viab	-1%	7%	-4%[87.6 µM]	-7%	0%[87.6 µM]	-17%	7%	-1%
3T3 cytotox	-2%	1%	-5%[174 µM]	i	?	-13%	·	45µM*
HEK cytotox	i	2%	-11%[172 µM]	2%	-21%[172 µM]	-1%	·	i

49: Cc1cccc(C(=O)N2CCCN(C)c3ccccc32)c1
50: COc1cc(OC)c(C2Nc3c(C)cccc3-c3cc(C)nn32)cc1OC (stereo not given)
51: CN1CC(=O)N(C2CCNC2)Cc2c(NC3CCCCCC3)ncnc21 (stereo not given)
52: CCOC(=O)[C@@H]1[C@@H](O)C(=O)N(Cc2ccccc2)C12CCN(C(=O)/C=C/c1ccccc1)CC2
53: Cc1nc2c(c(-c3ccc(O)cc3)n1)CN(C(=O)C(C)(C)C)CC2
54: Cc1ccc(NC(=O)C2CCc3nnc(CN[S+](=O)([O-])c4ccccc4Cl)n32)cc1 (stereo not given)
55: O=c1cc(NCCCN[C@@H]2CCOc3c(Br)cc(Br)cc32)[nH]c2ccsc12
56: O=C(Nc1ccc(Cl)cc1)N1CCC(c2ccccc2)C1 (stereo not given)
Assay by compound	49	50	51	52	53	54	55	56
IP6K1 inh	-2	-10	3	4	-1	4	4	-15
SNCA expr inhib	16%	65%[activator]	0%	·	-6%[87.6 µM]	-5%	·	-3%
GPT2 inhibitor	-3%	·	i	·	i	i	i	·
FLuc inh	-13%	·	·	·	8%[172 µM]	·	·	·
HEK293 viab	-1%	?	7%	·	1%[87.6 µM]	3%	-18%	-26%
3T3 cytotox	?	·	-21%	?	?	?	·	·
HEK cytotox	?	·	-18%	?	?	-8%	·	·
